# sPLA2-III inh = human group III sPLA2 inhibitors, primary screen, biochemical, QFRET, BODIPY PC-A2 liposome substrate; 370,000 compounds, 0.56% hits; Group 3 secretory phospholipase A2 (Homo sapiens), Q9NZ20; QFRET BODIPY PC-A2 liposome hydrolysis, fluorescence; inhibition, % at 12.2 µM;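 active = inhibition above mean plus 3 SD of compounds lying within the high and low control bounds, cut at about 19% in these data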;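 note: 0% = median of test compound wells and 100% = no enzyme DMSO wells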
# PLC-beta3 inh = human PLC-beta3 inhibitors, primary screen, biochemical, fluorescence; 1-phosphatidylinositol 4,5-bisphosphate phosphodiesterase beta-3 (Homo sapiens), Q01970; Purified PLC-beta3, fluorogenic substrate; inhibition, % at 12.2 µM; 370,000 compounds, 0.18% hits; in the data active = inhibition above about 11%;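 note: 0% = median of compound wells on plate and 100% = full blocker control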
# FXN GAA850 act = FXN promoter activators, primary screen, cell-based, luciferase luminescence, HEK293 lucGAA850; HEK293 lucGAA850 FXN promoter luciferase reporter, 24 h; percent of 10 µM SAHA response; activation, % at 6 µM; 360,000 compounds, 0.56% hits;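 active = activation above the average of all compounds screened plus 3 SD, cutoff fixed separately per campaign, cut at about 7.5% in these data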;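 note: 0% = DMSO wells and 100% = 10 µM SAHA wells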
# ADAM17 inh = ADAM17 inhibitors, primary screen, biochemical, QFRET. Disintegrin and metalloproteinase domain-containing protein 17 (Homo sapiens), P78536. recombinant ADAM17, EDANS/DABCYL FRET peptide cleavage. inhibition, % at 6.95 µM. 370,000 compounds, 0.83% hits;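 active = inhibition above the mean of compounds lying between control limits plus 3 SD, set per campaign, cut at about 8.5% in these data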;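 note: 0% = DMSO-only wells as the low control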
# DAX1 inh-1 = DAX1 (NR0B1) inhibitors on StAR promoter, primary screen, cell-based, luminescence, SF-1 (NR5A1), full-length DAX-1. AID 652010, 2013. HEK293T StAR-luciferase reporter, SF-1/DAX-1 repression relief. inhibition, % at 6.8 µM. 370,000 compounds, 1.1% hits;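 active = inhibition above the mean over all tested compounds plus 3 SD, cut at about 3.6% in these data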;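 note: 0% = DAX-1 cells with DMSO and 100% = cells lacking DAX-1 with DMSO; higher inhibition means more luminescence from relief of DAX-1 repression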
# PLC-gamma1 inh = PLC-gamma1 enzyme inhibitors, primary screen, biochemical, fluorescence, purified enzyme; fluorogenic substrate; inhibition, % at 12.2 µM; 370,000 compounds, 0.84% hits; AID 720700, 2013; in the data active = inhibition above about 9.5%
# hcDAF-12 act = H. contortus DAF-12 nuclear receptor activators, primary screen, cell-based, luminescence, HEK293, lit1-tk-luc reporter; HEK293 hcDAF-12 lit1-tk-luc reporter; 0% DMSO, 100% Δ7-dafachronic acid; activation, % at 6.8 µM; 370,000 compounds, 1.4% hits;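 active = activation above the mean of all tested compounds plus 3 SD, cut at about 5.5% in these data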;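 note: 100% = response to 3 µM Δ7-dafachronic acid high control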
# hgDAF12 agonist = H. glycines DAF-12 receptor agonists, primary screen, cell-based, luminescence, HEK293, GAL4 fusion, UAS-luciferase. Nuclear hormone receptor DAF-12 (Heterodera glycines), GAL4 fusion. HEK293 GAL4-hgDAF12 UAS-luciferase reporter, agonist luminescence; normalized to butyrate control. 370,000 compounds, 1.8% hits. activation, % at 6.8 µM;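 active = activation above a cutoff set at the mean of all screened compounds plus 3 SD, cut at about 10% in these data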;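 note: 0% = DMSO wells and 100% = sodium butyrate wells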
# DAX1 inh-2 = DAX1 (NR0B1) inhibitors, primary screen, cell-based, HEK293, Gal4-DAX1, luciferase luminescence; inhibition, % at 6.75 µM; AID 504766, 2011; HEK293 Gal4-DAX1 luciferase reporter; 340,000 compounds, 0.99% hits; Nuclear receptor subfamily 0 group B member 1 (Homo sapiens), P51843;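 active = inhibition above the mean over all tested compounds plus 3 SD, cut at about 4.2% in these data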;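 note: 0% = DAX1-transfected cells with DMSO and 100% = empty-vector control cells with DMSO; inhibition shows as a rise in luminescence from relieved DAX1 repression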
# Target sequence (P51843 207-470 limits assumed): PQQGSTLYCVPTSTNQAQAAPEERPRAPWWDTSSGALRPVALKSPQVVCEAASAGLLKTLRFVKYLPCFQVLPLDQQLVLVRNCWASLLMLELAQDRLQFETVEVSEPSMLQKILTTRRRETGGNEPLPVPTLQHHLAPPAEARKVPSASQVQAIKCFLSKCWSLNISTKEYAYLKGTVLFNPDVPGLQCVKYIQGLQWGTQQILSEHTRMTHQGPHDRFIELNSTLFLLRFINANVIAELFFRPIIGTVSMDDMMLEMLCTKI
# ADAM10 inh = human ADAM10 inhibitors, primary screen, biochemical, QFRET, HTS; 370,000 compounds, 0.62% hits; inhibition, % at 7 µM; AID 720582, 2013; recombinant ADAM10, EDANS/DABCYL FRET peptide cleavage, 3 h; Disintegrin and metalloproteinase domain-containing protein 10 (Homo sapiens), O14672;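 active = inhibition above a per-campaign cutoff equal to the mean of compounds falling between control-based bounds plus 3 SD, cut at about 20% in these data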;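 note: 0% = DMSO wells while the 100% control is not disclosed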
# Target sequence (O14672 214-748 limits assumed): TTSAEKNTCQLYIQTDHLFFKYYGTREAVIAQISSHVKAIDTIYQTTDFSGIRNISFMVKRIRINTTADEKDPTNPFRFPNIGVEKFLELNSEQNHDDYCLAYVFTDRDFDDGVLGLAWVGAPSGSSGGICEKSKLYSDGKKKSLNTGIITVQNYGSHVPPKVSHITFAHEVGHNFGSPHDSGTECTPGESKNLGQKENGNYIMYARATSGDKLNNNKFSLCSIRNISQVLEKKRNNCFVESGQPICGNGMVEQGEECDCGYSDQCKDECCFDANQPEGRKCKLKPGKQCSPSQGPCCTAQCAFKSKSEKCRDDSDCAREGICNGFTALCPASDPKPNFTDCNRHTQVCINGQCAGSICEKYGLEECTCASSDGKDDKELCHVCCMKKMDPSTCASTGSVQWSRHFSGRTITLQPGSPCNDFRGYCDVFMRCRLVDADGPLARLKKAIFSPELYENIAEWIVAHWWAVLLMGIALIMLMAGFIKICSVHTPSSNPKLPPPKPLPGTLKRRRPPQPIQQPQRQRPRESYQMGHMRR
# ssDAF-12 act = S. stercoralis DAF-12 nuclear receptor activators, primary screen, cell-based, luminescence, HEK293, GRIP1 co-expression, lit1-tk-luc; activation, % at 6.8 µM; HEK293 ssDAF-12/GRIP1 lit1-tk-luc reporter; % of 3 µM dafachronic acid response; Nuclear hormone receptor DAF-12 (Strongyloides stercoralis); 370,000 compounds, 1% hits; AID 652126, 2013;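 active = activation above the mean over all tested compounds plus 3 SD, cut at about 0.9% in these data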;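 note: 0% = DMSO-only wells and 100% = 3 µM delta7-dafachronic acid wells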
# Active calls of the source: *; i = inactive; · = not tested or not shown. A portion of the library. The share of hits here may be higher or lower than overall.
SMILES,sPLA2-III inh,PLC-beta3 inh,FXN GAA850 act,ADAM17 inh,DAX1 inh-1,PLC-gamma1 inh,hcDAF-12 act,hgDAF12 agonist,DAX1 inh-2,ADAM10 inh,ssDAF-12 act
CCC/C=N/O,2,1,0.8,-3,0.6,-2,-2.1,0.1,0.2,-11,-1.1
O=C(C(=C1N(Cc2ccc(Cl)nc2)CCN1Cc1ccc(Cl)nc1)[N+](=O)[O-])C(Cl)Cl,2,1,0.3,-3,-0.4,0,-0.8,-1.3,2.8,-5,-1.3
NC(N)=N/N=C/c1ccc(N(c2ccccc2)c2ccccc2)cc1,-2,i,3.1,-149,0.0,i,-1.6,-0.9,-0.2,-247,-1.0
CCN1CCN(S(=O)(=O)c2cnc(Cl)c(Br)c2)CC1,-1,2,0.3,0,-0.6,1,-1.4,3.9,-0.4,-5,-1.5
O=P(N[C@@H](c1ccccc1)[C@@H]1C[C@H]1CO)(c1ccccc1)c1ccccc1,4,-1,-2.4,-4,-0.5,1,0.5,0.4,-0.3,-4,-1.4
CCOc1cc(C2C(C#N)=C(N)Oc3c2c(=O)oc2ccccc32)ccc1OC(=O)c1cccs1 (centres undefined),-10,-6,-0.5,-2,0.8,-6,-1.4,1.4,-0.8,-2,-0.4
C[C@]12CCC3C(CC[C@H]4[C@H](O)[C@H](O)CC[C@]34C)C1CCC2=O (some centres undefined),17,3,0.6,-3,-0.9,2,0.1,0.6,0.8,-15,-0.4
O=C1C2CCCN2C(c2ccc(Cl)cc2)N1c1ccccn1 (centres undefined),6,1,0.1,2,0.5,6,-2.0,0.6,-0.6,-14,-0.7
ClCCN(CCCl)c1ccc(-n2cnc3c(Cl)ncnc32)cc1,-2,-4,-5.9,0,0.5,0,0.4,4.5,-0.2,2,-0.4
COC(=O)C(Cc1ccc(N(CCCl)CCCl)cc1)N=Cc1ccccc1O (centres undefined),7,-2,-1.5,-4,-0.5,-2,0.3,0.3,0.2,-9,-0.9
NNC(=O)CN1C(=O)CN=C(c2ccccc2)c2cc(Br)ccc21,-17,-4,-0.8,3,0.3,1,-0.5,0.7,-0.7,9,-1.1
O=C(N/N=C/c1c(O)n(CCc2ccccc2)c(=O)[nH]c1=O)c1ccccc1O,3,-84,4.7,-11,0.9,-54,0.8,3.8,-1.8,-20,-1.0
O=C1C2(Cl)C3(Cl)C4(Cl)C(Cl)(Cl)C5(Cl)C3(Cl)C1(Cl)C5(Cl)C24Cl (centres undefined),-1,-4,9.6*,11*,-1.9,6,1.1,0.3,0.3,32*,-0.8
CC(C)(O)/C=C/C(=O)C(C)(O)C1C(O)CC2(C)C3CC=C4C(C=C(O)C(=O)C4(C)C)C3(C)C(=O)CC12C (centres undefined),4,0,-14,-1,-6.4,5,-4.8,-17,-5.0,-16,-2.1
O=C(COc1ccccc1)N1CCN(CC(O)COc2ccccc2)CC1 (centres undefined),2,8,-0.6,4,-0.2,2,-0.1,1.6,-0.5,4,-0.8
COC(=O)[C@@H]1N=C(c2ccc(OC)cc2)O[C@]12C(=O)N(Cc1ccccc1)c1ccccc12,0,-2,·,0,2.0,-4,-0.7,0.5,·,1,-0.7
Cc1cccn2c(=O)c3c(nc12)N1CCCCCC1C1(C3)C(=O)N(C)C(=O)N(C)C1=O (centres undefined),-3,-6,-0.3,-3,0.0,0,-0.8,-1.3,·,-7,-0.6
O=c1[nH]c(=O)n(-c2ccc(Cl)cc2)c(O)c1C=Nc1ccc(S(=O)(=O)Nc2nccs2)cc1,-17,-5,-1.9,0,0.8,-3,2.0,-2.6,-0.2,10,-1.4
O=P(C(Cl)Cl)(N1CCCCC1)N1CCCCC1,3,3,-1.0,0,-0.1,-2,0.7,1.0,-0.1,7,-1.3
CC1CN2C(=O)C1(c1ccccc1)C(=O)NC2=S (centres undefined),0,3,1.7,-1,0.8,0,0.8,-0.9,1.4,-1,-0.6
Cc1ccc(-n2c(C)cc(/C=C3/C(=O)NC(=O)N(C)C3=O)c2C)cc1,-1,-5,2.0,1,0.6,0,0.0,-1.5,0.5,1,-1.1
O=C(COc1ccccc1)c1cn(Cc2ccccc2)c2ccccc12,-3,0,4.2,5,0.2,-1,0.6,-1.3,-0.1,5,-1.6
CNC1(c2ccccc2Cl)CCCCC1=O (centres undefined),0,3,1.5,-3,1.3,4,0.4,2.5,-0.1,2,-1.1
Cc1cc(OCC(=O)N2CCN(CC(=O)N3CCOCC3)CC2)c(C(C)C)cc1Cl,0,-3,0.5,-1,-0.4,5,-0.3,-2.8,0.7,-5,-1.6
CCCCN1C(=O)NC(=O)/C(=C/c2cnc(SC)nc2)C1=O,-3,1,-2.4,-1,-0.5,0,2.1,1.3,1.3,1,-0.6
# (cont.)
SMILES,sPLA2-III inh,PLC-beta3 inh,FXN GAA850 act,ADAM17 inh,DAX1 inh-1,PLC-gamma1 inh,hcDAF-12 act,hgDAF12 agonist,DAX1 inh-2,ADAM10 inh,ssDAF-12 act
COC(=O)C1=C(c2cccc(OCc3ccccc3)c2)C[C@@H]2CC[C@H]1N2C(=O)NCc1cccc(C(F)(F)F)c1,-13,3,-6.4,3,-0.1,1,-3.1,-0.8,-0.2,12,-1.6
COc1cc(C)c(-c2nc(CN3C[C@@H]4C[C@@H](C3)c3cccc(=O)n3C4)c(C)o2)cc1C,-8,-7,3.1,0,0.2,0,-0.8,-5.2,0.3,4,-1.7
CCCCC(C)C(OC(=O)CC(CC(=O)O)C(=O)O)C(CC(C)CC(O)CCCCC(O)CC(O)C(C)N)OC(=O)CC(CC(=O)O)C(=O)O (centres undefined),-4,4,-1.2,1,0.2,1,-1.0,1.4,2.0,-6,-1.4
O=C(O)Cc1cnc[nH]1,10,3,-1.2,3,-0.6,6,2.3,0.2,-0.3,5,-1.1
Brc1ccc2[nH]cc(C=NN3CCCCCC3)c2c1,-2,-2,0.4,-1,-0.4,0,3.2,-1.2,0.0,-3,0.3
C1CNC2NCCNC2N1 (centres undefined),-1,-1,-0.5,-2,-0.1,-3,0.5,2.2,0.6,-1,0.4
O=C(CNC1CCCCC1)N1CCC2(CC1)OCCO2,1,1,-2.9,-2,-0.1,0,-1.7,2.9,1.8,-3,-0.6
Cc1ncc(CNC(=O)N(CCCl)N=O)c(N)n1,13,0,-0.8,-4,0.6,1,-0.3,2.0,0.9,-10,-1.4
Cc1nn(Cc2ccccc2Cl)c(C)c1C(=O)OCC(=O)NC1CCS(=O)(=O)C1 (centres undefined),1,-22,3.8,-1,-0.2,-5,-0.3,-2.1,-1.8,3,-1.8
O=c1c2ccccc2nc(C[n+]2ccccc2)n1-c1cccc(C(F)(F)F)c1,-4,-1,1.1,-2,0.2,0,0.1,0.1,3.2,-1,-1.4
COc1ccc(-n2c(O)c(/C(C)=N/N3CCCCCC3)c(=O)[nH]c2=O)cc1,11,-8,0.1,-3,0.0,-2,1.0,0.2,·,-4,-0.9
CC(Cc1ccc(O)cc1)NCC(O)c1cc(O)cc(O)c1 (centres undefined),-1,-27,0.5,-1,1.9,-22,-3.5,0.3,0.3,-3,-1.5
COc1c2c(cc3c1OCO3)CC[N+](C)=C2,16,-65,0.9,-3,-0.2,-54,-0.3,-3.5,0.4,-36,-1.3
O=[N+]([O-])c1ccc(N2CCCC2)c2ncccc12,3,2,1.9,0,0.1,2,-0.9,1.1,-1.2,6,-0.9
O=C1/C(=C\c2ccccc2)C2OCC=C3CN4CCC56c7ccccc7N1C5C2C3CC46 (centres undefined),-15,-12,-0.4,-6,-0.5,-1,-0.6,2.2,0.5,-7,-1.0
Oc1ccc(C2=CCNCC2)cc1O,0,1,2.6,-6,-0.1,0,-1.6,-0.8,0.5,4,-1.2
CC[C@H]1CN2CCC1C[C@H]2[C@H](O)c1ccnc2ccc(OC)cc12 (some centres undefined),8,-4,-0.8,-26,-0.8,-9,-1.7,-1.9,1.6,-87,-0.6
Cc1[nH]c2ccc(OC(F)(F)F)cc2c1CCNCc1cccc([N+](=O)[O-])c1,-5,5,5.0,-1,-0.3,2,-2.3,-1.7,-1.6,-6,-1.5
COc1cccc(NP(=O)(Oc2ccc(Cl)cc2)Oc2ccc(Cl)cc2)c1,-13,-2,-3.3,3,-0.1,2,-2.2,0.1,1.5,10,-2.2
Cc1ccc(-c2nc3ccccc3c(=O)n2-c2nccs2)cc1,-4,-2,0.4,1,-0.4,-1,0.0,-0.8,-0.1,4,-1.0
COC(=O)C1=C(c2ccc(Cl)c(C(F)(F)F)c2)C[C@@H]2CC[C@H]1N2C(=O)NCCNC(C)=O,7,0,-1.2,-3,0.2,0,-2.1,-2.2,0.5,2,-0.9
O=C1CN=C(c2cccs2)c2c(sc3c2CCCC3)N1,2,-5,-4.1,-6,-1.1,1,-1.9,-1.7,1.2,-8,-1.3
Cc1cc(OCC(=O)N[C@@H](Cc2ccccc2)C(=O)O)c2c3c(c(=O)oc2c1)CCCC3,-10,-150,0.5,-137,-1.0,-119,0.8,0.7,2.1,i,-1.0

# Compounds listed so far that have two or more sulfur atoms (two):
SMILES,sPLA2-III inh,PLC-beta3 inh,FXN GAA850 act,ADAM17 inh,DAX1 inh-1,PLC-gamma1 inh,hcDAF-12 act,hgDAF12 agonist,DAX1 inh-2,ADAM10 inh,ssDAF-12 act
O=c1[nH]c(=O)n(-c2ccc(Cl)cc2)c(O)c1C=Nc1ccc(S(=O)(=O)Nc2nccs2)cc1,-17,-5,-1.9,0,0.8,-3,2.0,-2.6,-0.2,10,-1.4
O=C1CN=C(c2cccs2)c2c(sc3c2CCCC3)N1,2,-5,-4.1,-6,-1.1,1,-1.9,-1.7,1.2,-8,-1.3

# Compound activity (PubChem BioAssay)
